Screening results from PubChem BioAssay.
KCNK9 inh: human KCNK9 channel inhibition. HEK293 KCNK9, FluxOR thallium flux fluorescence; stronger effect = lower value. Q9NPC2. B-score at 10 µM. 310,000 compounds, 1.2% hits. AID 488922;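 active = ratio B-score over 3 SD below the library mean, with starting fluorescence within 5 SD of its mean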;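 also: negative B-score means less thallium flux so channel inhibition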
ANO1 block: inhibitors of mouse TMEM16A calcium-activated chloride channel | normalized B-score (activity score, 25-100; higher = stronger inhibition) at 10 µM | AID 588511 | HEK293 TMEM16A/YFP iodide influx fluorescence, ionomycin | Q8BHY3 | 310,000 compounds, 1.2% hits;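 active = ratio plate-corrected score three or more library SD toward inhibition, starting fluorescence score within five deviations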;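 also: score derived from kinetic fluorescence span divided by baseline fluorescence per well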
Target sequence (Q8BHY3 whole entry, looked up): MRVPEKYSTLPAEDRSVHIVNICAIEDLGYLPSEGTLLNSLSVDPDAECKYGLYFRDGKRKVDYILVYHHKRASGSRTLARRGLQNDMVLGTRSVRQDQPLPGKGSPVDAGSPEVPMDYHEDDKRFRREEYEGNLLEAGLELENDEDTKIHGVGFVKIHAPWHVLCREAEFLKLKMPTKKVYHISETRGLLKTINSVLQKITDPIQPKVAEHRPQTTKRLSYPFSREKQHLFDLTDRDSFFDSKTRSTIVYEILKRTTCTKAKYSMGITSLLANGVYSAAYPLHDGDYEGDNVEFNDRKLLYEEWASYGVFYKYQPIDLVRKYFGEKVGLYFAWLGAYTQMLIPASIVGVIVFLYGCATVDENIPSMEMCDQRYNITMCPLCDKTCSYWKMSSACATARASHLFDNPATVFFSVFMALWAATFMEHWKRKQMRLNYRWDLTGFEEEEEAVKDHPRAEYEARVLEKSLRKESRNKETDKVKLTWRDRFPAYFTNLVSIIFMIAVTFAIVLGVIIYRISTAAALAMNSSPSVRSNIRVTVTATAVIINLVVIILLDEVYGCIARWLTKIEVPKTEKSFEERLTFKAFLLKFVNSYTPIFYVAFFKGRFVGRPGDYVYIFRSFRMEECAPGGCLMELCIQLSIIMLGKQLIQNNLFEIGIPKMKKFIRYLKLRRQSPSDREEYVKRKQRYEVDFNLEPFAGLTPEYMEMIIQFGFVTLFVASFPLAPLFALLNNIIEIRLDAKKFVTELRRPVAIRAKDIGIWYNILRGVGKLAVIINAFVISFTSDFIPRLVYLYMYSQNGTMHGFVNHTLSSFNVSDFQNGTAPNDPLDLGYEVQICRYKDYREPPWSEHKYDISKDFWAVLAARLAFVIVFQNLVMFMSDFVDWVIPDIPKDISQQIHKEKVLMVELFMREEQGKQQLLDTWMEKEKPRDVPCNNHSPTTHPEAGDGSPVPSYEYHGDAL
KCNQ1 block: human KCNQ1 channel inhibition. P51787. CHO-K1 KCNQ1, FluxOR thallium flux fluorescence; stronger effect = higher value. B-score at 10 µM. 310,000 compounds, 1.3% hits;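 active = compounds whose thallium flux B-score, printed positive for inhibition, exceeds three library SD while starting fluorescence stays within three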;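 also: channel opened by potassium depolarization with thallium stimulus after 20 min compound exposure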
ANO1 activ: activators or potentiators of mouse TMEM16A chloride channel. Q8BHY3. HEK293 TMEM16A/YFP-H148Q/I152L, iodide quench fluorescence; stronger effect = lower value. B-score at 10 µM. 340,000 compounds, 0.3% hits. AID 623877;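 active = fluorescence-ratio B-score plate-corrected deviation score at least 3 library SD below zero, with starting fluorescence score within 5 deviations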;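 also: channel opened by trigger with iodide after compound preincubation; score built on the fluorescence ratio of max minus min over baseline; more negative score means more quench and so TMEM16A activation or potentiation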
RGS4 act: potentiators or activators of RGS4; 310,000 compounds, 0.92% hits; HEK293 M3R/inducible RGS4, carbachol calcium flux Fluo4; stronger effect = lower value; B-score at 10 µM; AID 463111;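 active = B-score of the integrated calcium signal more than 4 SD below the library mean, with starting fluorescence not abnormally high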;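 also: negative B-score means reduced calcium response which marks RGS4 activation or potentiation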
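Material: Inducible-RGS4 HEK293 cells carrying M3 receptor; also added: carbachol at ECmax as muscarinic agonist stimulus; incubation: compound preincubation 20 min at room temperature before agonist; signal: Fluo4-AM (2 µM) calcium-flux fluorescence, kinetic read; measure: integrated calcium ratio converted to B score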
RGS4 block: human RGS4 inhibition. B-score at 10 µM. HEK293 M3R/RGS4 inducible, Fluo-4 calcium flux; stronger effect = higher value; triggered by carbachol at its EC20. P49798. 310,000 compounds, 0.45% hits. AID 463165;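 active = B-score, a plate-corrected calcium signal, over three deviations above library mean, with baseline fluorescence within five deviations of library mean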;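 also: RGS4 expression induced by doxycycline in cells with stable M3 receptor; B-score is computed from the integrated fluorescence ratio over baseline after carbachol; higher B-score means a larger calcium signal and so more RGS4 inhibition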
KCNQ1 pot: potentiates or activates the human KCNQ1 potassium channel; P51787; CHO-K1 KCNQ1, thallium flux FluxOR fluorescence; stronger effect = higher value; B-score at 10 µM; 310,000 compounds, 0.35% hits; AID 2648;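 active = fluorescence ratio B-score, a plate-corrected score, at least three library SD, with initial intensity B-score within 5 SD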
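Material: CHO-K1 cells stably expressing KCNQ1. Medium: assay buffer for compound exposure, DMSO matched across wells. Reagent: K+/Tl+ depolarizing stimulus. Compound dosing: single-concentration screen. Times: 37 °C overnight plating, 90-min dark dye load, 20-min compound pretreatment. Technique: FluxOR Tl+ flux fluorescence.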
KCNK3 block: human KCNK3 channel inhibition, primary screen. CHO-KCNK3 thallium flux, FluxOR fluorescence; stronger effect = lower value. 340,000 compounds, 0.84% hits. AID 602410. B-score at 10 µM. O14649;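 active = B-score under library mean minus 4 SD, starting fluorescence ratio at most library mean plus 5 SD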;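 also: more negative B-score means stronger inhibition of thallium flux through KCNK3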
MrgX1 PAM: human MrgX1 positive allosteric modulation, primary screen; Q96LB2; MrgX1-HEK293, Fluo-4 calcium flux, FDSS; stronger effect = higher value; B-score at 10 µM; 310,000 compounds, 0.63% hits; AID 588675;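 active = plate-corrected calcium response at least 3 library SD above typical, normal starting fluorescence, not activating the receptor alone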;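 also: compound read alongside a low EC10 to EC30 dose of BAM8-22 agonist; peak minus trough fluorescence over baseline measured at the second addition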
hERG protect: shields human hERG channel from block by proarrhythmic agents. Q12809. activation (rescue from dofetilide block), less the hit threshold, % at 10 µM. CHO-hERG, FluxOR thallium flux, dofetilide IC70 present. 310,000 compounds, 0.51% hits;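 active = activation above the mean of controls blocked by dofetilide plus 5 SD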;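 also: thallium influx through hERG after potassium depolarization seen as dye fluorescence rise; in these data hits start at about 4.7%; inactives centre near -7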
MrgX1 agonist: human MrgX1 receptor agonism, primary screen; MrgX1-HEK293 cells, Fluo-4 calcium fluorescence, agonist mode; stronger effect = higher value; B-score at 10 µM; 310,000 compounds, 0.44% hits; AID 588627; Q96LB2;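 active = calcium response B-score plate-corrected fluorescence ratio at least 3 library SD, with starting fluorescence B-score inside 5 SD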
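Test system: Stable human MrgX1 HEK293 cell line | Schedule: Overnight plating before 1 h dye loading | Read-out basis: Baseline-normalised fluorescence change ratio, B-scored | Detection: Kinetic calcium dye fluorescence, Fluo-4 NW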
The depositor's hits bear a star; i = inactive.

Below each SMILES: KCNK9 inh | MrgX1 PAM | RGS4 block | KCNQ1 pot | MrgX1 agonist | ANO1 activ | KCNK3 block | hERG protect | RGS4 act | KCNQ1 block | ANO1 block
COc1ccc(-c2c(C(C)=O)c(C)nc3sc4c(c23)NC(c2ccccc2)NC4=O)cc1 (centres undefined)
  i | i | i | i | i | i | i | -5 | i | i | i
CCCCCCC(=O)Nc1nc(C)c(-c2csc(Nc3ccccc3OC)n2)s1
  i | i | i | i | i | i | i | -3 | i | i | i
COc1cc(S(=O)(=O)Nc2ccc(C)cc2)ccc1N=Cc1c(C)[nH]n(-c2ccccc2)c1=O
  i | i | i | i | i | i | i | -5 | i | i | i
CCOc1ccc(CN(C)C(=O)CNC(=O)C2CCCCC2)cc1OC
  i | i | i | i | i | i | i | -1 | i | i | i
COc1ccccc1NC(=O)Nc1cccc(NC(C)=O)c1
  i | i | i | i | i | i | i | -10 | i | i | i
O=C(NC1CCSc2ccccc21)c1ccc([N+](=O)[O-])cc1 (centres undefined)
  i | i | i | i | i | i | i | -10 | i | i | i
COc1ccc(Br)c(C(=O)NCC2CCCCC2)c1
  i | i | i | i | i | i | i | -10 | i | i | i
O=C(O)C(c1ccccc1)N1C(=O)/C(=C/c2cccs2)SC1=S (centres undefined)
  i | i | i | i | i | i | i | -12 | i | i | i
Cn1c(=O)n(C)c2cc(NC(=O)c3ccccc3[N+](=O)[O-])c(Br)cc21
  i | i | i | i | i | i | i | -10 | i | i | i
N#Cc1ccccc1NC(=O)COc1c(Br)cc(Br)c2cccnc12
  i | i | i | i | i | i | i | -10 | i | i | i
COCC(C)NCc1cccc2ccccc12 (centres undefined)
  i | i | i | i | i | i | i | -4 | i | i | i
Cc1ccc(C(=O)CN2C(=O)c3ccccc3S2(=O)=O)cc1
  i | i | i | i | i | i | i | -6 | i | i | i
O=[N+]([O-])c1ccc(NCCNc2ccc(Cl)nn2)cc1
  i | i | i | i | i | i | i | -23 | i | i | i
CC(=O)Nc1ccc(C2Nc3ccccc3C(=O)N2C2CCCCC2)cc1 (centres undefined)
  i | i | i | i | i | i | i | -11 | i | i | i
O=C(c1ccco1)n1c(=S)nc2ccccn21
  i | i | i | i | i | i | i | -9 | i | i | i
C[N+](C)(C)c1ccc(/C=N/Nc2nc(Cl)c(C#N)c(Cl)c2Cl)cc1
  i | i | i | i | i | i | i | -7 | i | i | i
COC(=O)c1c(F)c(F)c(N2CCOCC2)c(F)c1F
  i | i | i | i | i | i | i | -3 | i | i | i
COc1ccc(C(=O)NCCS(=O)(=O)NCc2ccco2)cc1
  i | i | i | i | i | i | i | -10 | i | i | i
O=C(O)c1ccccc1NC(=S)NC(=O)c1cccc2ccccc12
  i | i | i | i | i | i | i | -2 | i | i | i
Cc1cccc(-n2nc3c(c2NC(=O)c2c(F)cccc2F)CS(=O)(=O)C3)c1C
  i | i | i | i | i | i | i | -10 | i | i | i
CNCCC(=O)N1c2ccccc2CCc2ccc(NC(=O)OC)cc21
  i | i | i | i | i | i | i | 5 | i | i | i
COc1ccc(OC2CCN(S(=O)(=O)c3ccc(F)cc3)CC2)cc1
  i | i | i | i | i | i | i | -8 | i | i | i
c1ccc2nc3c(cc2c1)CCCCC3
  i | i | i | i | i | i | i | -13 | i | i | i
CCN(CC)Cc1c(CC(C)C)oc(C)c1C(=O)O
  i | i | i | i | i | i | i | -11 | i | i | i
O=[N+]([O-])c1ccc(S(=O)(=O)Nc2nc(-c3ccccc3)cs2)cc1
  i | i | i | i | i | i | i | -10 | i | i | 100*
Cc1cc(NC(=O)NC(=O)c2ccccc2)no1
  i | i | i | i | i | i | i | -12 | i | i | i
Cc1nc2ccccc2nc1SCC(=O)N1CCC(C)CC1
  i | i | i | i | i | i | i | -18 | i | i | i
COc1ccc2nc(-c3ccccn3)[nH]c2c1
  i | i | i | i | i | i | i | -8 | i | i | i
Cc1ccccc1NC(=O)NC1CCCCCCC1
  i | i | i | i | i | i | i | -2 | i | i | i
C[C@H](NS(=O)(=O)c1ccc(Cl)cc1)C(=O)OCC(=O)NC(=O)Nc1ccc2c(c1)OCCO2
  i | i | i | i | i | i | i | -3 | i | i | i
Fc1ccc(-c2cc(-c3ccccc3)nc(-n3cccn3)n2)cc1
  i | i | i | i | i | i | i | -12 | i | i | i
COc1ccc(Cl)cc1NC(=O)Cc1c(F)cccc1Cl
  i | i | i | i | i | i | i | -6 | i | i | i
CC1CN(C)C(C)c2c1oc1ccc(N)cc21 (centres undefined)
  i | i | i | i | i | i | i | 2 | i | i | i
COC(=O)c1ccc(COc2ccc(/C=N/NC(N)=S)cc2)o1
  i | i | i | i | i | i | i | -10 | i | i | i
CCC(=O)c1ccc(N2CCCCC2)c(F)c1
  i | i | i | i | i | i | i | -7 | i | i | i
CN1/C(=C\C=N\NC(=O)c2ccccc2Br)C(C)(C)c2ccccc21
  i | i | i | i | i | i | i | -25 | i | 9* | i
Cc1cccc(-n2c(SCC(=O)NCc3ccc4c(c3)OCO4)nc3ccccc3c2=O)c1
  i | i | i | i | i | i | i | -11 | i | i | i
Cc1nc(-c2ccc(S(=O)(=O)Oc3ccccc3Cl)s2)cs1
  i | i | i | i | i | i | i | -10 | i | i | i
Cc1cc(N/N=C/c2ccccc2F)nc(NCc2ccccc2)n1
  i | i | i | i | i | i | i | -10 | i | i | i
COc1ccc(NC(=O)CN(C)C(=O)C(C)Sc2ccccc2)cc1 (centres undefined)
  i | i | i | i | i | i | i | -11 | i | i | i
CCN(CC(=O)NCc1ccccn1)S(=O)(=O)c1ccc(Cl)cc1
  i | i | i | i | i | i | i | -11 | i | i | i
OC1CCCN(CC(O)COc2ccc(-c3ccccc3)cc2)C1 (centres undefined)
  i | i | i | i | i | i | i | -8 | i | i | i
CCCCC(CC)C(=O)NCC(C)NC(=O)C(CC)CCCC (centres undefined)
  i | i | i | i | i | i | i | -5 | i | i | i
COc1ccccc1CNC(=O)C/C(C)=N/NC(=O)COc1ccc(C)cc1Br
  i | i | i | i | i | i | i | -3 | i | i | i
CC(c1ccccc1)c1nnc(NC(=O)Nc2ccccc2F)s1 (centres undefined)
  i | i | i | i | i | i | i | -5 | i | i | i
O=C(Cc1ccsc1)N1CCN(S(=O)(=O)c2cccc(F)c2)CC1
  i | i | i | i | i | i | i | -17 | i | i | i
CC(C)(C)C1CCC(=NNC(=O)CN(c2ccccc2)S(=O)(=O)c2ccccc2[N+](=O)[O-])CC1 (centres undefined)
  i | i | i | i | i | i | i | -2 | i | i | i
COc1ccc(OCc2nnc(SCc3ccc(C(=O)O)cc3)o2)cc1
  i | i | i | i | i | i | i | -10 | i | i | i
COC(=O)c1cc(S(=O)(=O)NCC2CCN(Cc3ccc(F)cc3)CC2)cn1C
  i | i | i | i | i | i | i | -11 | i | i | i
COC(=O)c1ccc(COc2ccc(C3C4=C(CCCC4=O)Nc4onc(C)c43)cc2)cc1 (centres undefined)
  i | i | i | i | i | i | i | -11 | i | i | i
O=C(CSc1nnc(CNC(=O)c2ccccc2F)o1)NC1CCCCC1
  i | 6.5* | i | i | i | i | i | -8 | i | i | i
CCCCNC(=S)N(C)/N=C/c1ccccc1C(=O)O
  i | i | i | i | i | i | i | -4 | i | i | i
COc1cc(OC)cc(C(=O)Nc2ccccc2NC(C)=O)c1
  i | i | i | i | i | i | i | -3 | i | i | i
Cc1cnc(NC(=O)CSc2c(Cl)cccc2Cl)s1
  i | i | i | i | i | i | i | -8 | i | i | i
O=C(CSc1ccc2nnc(-c3cccnc3)n2n1)NCC1CCCO1 (centres undefined)
  i | i | i | i | i | i | i | -4 | i | i | i
COc1ccccc1/C=C/c1nc2ccc(OC(C)=O)cc2c(=O)o1
  i | i | i | i | i | i | i | -7 | i | i | i
COC(=O)c1sccc1NC(=S)N(C)C1CCCCC1
  i | i | i | i | i | i | i | -13 | i | i | i
CC1(C)CC(=O)C2=C(C1)NC(=O)CC2c1cc2c(cc1Br)OCO2 (centres undefined)
  i | i | i | i | i | i | i | -2 | i | i | i
Cc1ccc(NC(=O)CN(C)C(=O)c2cccc(S(=O)(=O)NCc3ccccc3)c2)cc1
  i | i | i | i | i | i | i | -10 | i | i | i
C=CCc1ccc(OC)c(OC)c1
  i | i | i | i | i | i | i | -7 | i | i | i

The list goes on:
Below each SMILES: KCNK9 inh | MrgX1 PAM | RGS4 block | KCNQ1 pot | MrgX1 agonist | ANO1 activ | KCNK3 block | hERG protect | RGS4 act | KCNQ1 block | ANO1 block
CC(C)(C)OC(=O)NOCC(=O)N(Cc1ccccc1)CC(O)COc1ccccc1 (centres undefined)
  i | i | i | i | i | i | i | -12 | i | i | i
O=C(Nc1ccc(O)c2c(=O)cc(-c3ccccc3Cl)oc12)c1cccs1
  i | i | i | i | i | i | i | -5 | i | i | i
COc1ccc(-c2csc(NC(=O)CSc3nc4ccccc4c(=O)[nH]3)n2)cc1
  i | i | i | i | i | i | i | -4 | i | i | i
O=C(CN1C(=O)c2cccnc2Oc2ccc(Cl)cc21)N1CCCCCC1
  i | i | i | i | i | i | i | -6 | i | i | i
Cn1c(CC(=O)Nc2ccccc2F)nnc1SCC(=O)NC1=NCCS1
  i | i | i | i | i | i | i | -12 | i | i | i
COc1ccc2[nH]c(=O)c(CN(C(=O)c3ccccn3)C3CCCCC3)cc2c1
  i | i | i | i | i | i | i | -6 | i | i | i
CCOC(=O)c1sc(NC(=O)c2ccc(Br)o2)cc1C
  i | i | i | i | i | i | i | -4 | i | i | i
COc1ccccc1CNC(=O)c1ccc2ccccc2n1
  i | i | i | i | i | i | i | -8 | i | i | i
O=C1CC(O)(c2ccccc2)C(c2ccccc2)=C1c1ccccc1 (centres undefined)
  i | i | i | i | i | i | i | -10 | i | i | i
